# MgcRacGAP inhibition: MgcRacGAP GTPase-activating activity inhibitors, confirmation, biochemical, ADP Hunter fluorescence | AID 624330 | MgcRacGAP-stimulated Rac1 GTP hydrolysis, ADP Hunter fluorescence; higher % means a stronger effect; GST-tagged Rac1 F28L mutant substrate | one-dose inhibition, % at 30 µM; IC50 in µM for titrated hits | hit rate 0.6% among 340,000;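 active = first-screen hits whose inhibition reached a set limit at any dose in the follow-up dose series; inconclusive = inhibition above the set first-screen limit but never retested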;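 also: fluorescence reports GDP produced by GAP-driven GTP hydrolysis; strong numbers were not always called active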
# LYP phosphatase: PTPN22 lymphoid phosphatase activity blockers – biochemical, fluorescence intensity, uHTS (AID 1779); inhibition, % at 11.5 µM; hits with a dose series show IC50 in µM; recombinant LYP phosphatase, fluorescence intensity; higher % means a stronger effect; hit rate 0.054% among 290,000; in the data active = inhibition above about 50%;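 also: plate controls were vehicle with enzyme for no effect and no enzyme for full effect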
# NTR1 agonist: NTR1-driven beta-arrestin-GFP spot formation – imaging, U2OS cells, high content, primary screen (AID 493036) | P30989 | agonist mode | activation, % at 20 µM | hit rate 0.17% among 330,000;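 active = activation at or above 40% of the spot to cytoplasm intensity ratio, with at least 20 cells analyzed; inconclusive = wells under 20 cells, flagged as cytotoxic or low count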;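 also: 0% = DMSO without peptide and 100% = 100 nM NTR1 peptide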
# Target sequence (P30989 whole entry, looked up): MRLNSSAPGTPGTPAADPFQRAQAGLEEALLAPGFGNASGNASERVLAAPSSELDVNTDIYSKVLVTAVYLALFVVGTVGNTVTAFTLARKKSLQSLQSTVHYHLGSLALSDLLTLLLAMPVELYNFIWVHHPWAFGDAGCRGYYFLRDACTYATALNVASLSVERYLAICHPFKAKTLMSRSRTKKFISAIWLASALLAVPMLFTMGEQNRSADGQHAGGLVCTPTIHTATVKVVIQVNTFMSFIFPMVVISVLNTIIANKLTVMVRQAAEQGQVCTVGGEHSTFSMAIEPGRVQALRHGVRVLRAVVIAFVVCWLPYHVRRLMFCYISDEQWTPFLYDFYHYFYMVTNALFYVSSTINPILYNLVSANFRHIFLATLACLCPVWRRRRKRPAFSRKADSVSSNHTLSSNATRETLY
# Salmonella PhoP GFP: PhoP-dependent GFP reporter repression – Salmonella Typhimurium, primary screen (AID 1863); S. Typhimurium PhoP-regulated promoter GFP reporter, 4 h; higher % means a stronger effect; inhibition, % at 50 µM; hits with a dose series show IC50 in µM; hit rate 0.16% among 300,000;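 active = inhibition over 29.93%, a cutoff 3 SD above the screen mean, later confirmed by dose response; inconclusive = inhibition over 29.93% but no dose response follow-up; inactive = inhibition at most 29.93% or unconfirmed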;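 also: 0% = low Mg2+ inducing control and 100% = high Mg2+ repressing control; strong numbers were not always called active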
# GPR35 arrestin U2OS: inhibition of zaprinast-stimulated GPR35 beta-arrestin translocation – imaging, U2OS, beta-arrestin-GFP, zaprinast agonist, primary screen (AID 2058). U2OS GPR35 beta-arrestin-GFP translocation imaging, zaprinast antagonism; higher % means a stronger effect. inhibition, % at 10 µM; hits with a dose series show IC50 in µM. hit rate 0.052% among 290,000;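 active = inhibition of at least 50% with at least 30 cells and total cytoplasm GFP at most 10,000,000; inconclusive = under 30 cells or total GFP of 10,000,000 plus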
# HIV peptide binding: cell-free HIV fusion peptide-binding blockers – biochemical, uHTS, fluorescence dequenching, primary screen (AID 1986); cell-free peptide binding, fluorescence dequenching, 30 min; higher % means a stronger effect; one-dose inhibition, % at 20 µM; IC50 in µM for titrated hits; hit rate 0.3% among 290,000; in the data active = inhibition mostly above about 52%, no sharp cut-off; inactive = mostly below about 76%; also: some results filed as inactive read as strong as hits
# Myeloid diff 2: compounds promoting myeloid differentiation; ER-HoxA9 myeloid progenitors, lysozyme-GFP differentiation, flow cytometry; calls only at 10 µM; hit rate 1% among 360,000; AID 624256;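 active = normalized GFP-positive differentiation at or above the plate's own cutoff, the solvent-only control mean plus 3 SD; inconclusive = no clear call, values can overlap the other calls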;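 also: cells exposed to compound for four days before flow analysis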
# GPR55 antagonists: inhibition of LPI-stimulated GPR55 beta-arrestin translocation – imaging, U2OS, beta-arrestin-GFP, LPI agonist, primary screen (AID 2013). U2OS GPR55 beta-arrestin-GFP translocation imaging, LPI antagonism; higher % means a stronger effect. inhibition, % at 10 µM, or IC50 in µM where a hit was titrated. hit rate 0.13% among 290,000;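 active = spots per cell inhibited over 60%, with over 100 cells counted and total cytoplasm intensity under 500,000; inconclusive = wells with under 100 cells, flagged as likely toxic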;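 also: U2OS cells stably carrying GPR55 and arrestin-GFP stimulated by 5 µM LPI near EC80; imaged beta-arrestin-GFP aggregate spots per cell after agonist stimulation; plate controls were LPI-stimulated DMSO wells for no effect and DMSO wells without LPI for full effect; some results filed as inactive read as strong as hits; confirmed hits need IC50 under 10 µM and bright autofluorescent wells are also inconclusive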
# SIAH1 antagonists: blockers of Siah-1 interaction with plectin peptide – biochemical, fluorescence polarization, rhodamine-plectin, uHTS, primary screen (AID 1817); Siah-1 / rhodamine-plectin peptide fluorescence polarization; higher % means a stronger effect; displacement, % at 20 µM; hits with a dose series show IC50 in µM; hit rate 0.02% among 290,000;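 active = displacement of at least 50% at 20 µM, with a fluorescence ratio check between 0.3 and a set limit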;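 also: plate controls were Siah plus tracer with DMSO for no effect and tracer alone without Siah for full effect; strong numbers were not always called active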
# NTR1 agonist cell count 20 µM: further read-out of NTR1 agonist, marked with its call; cell count; measured here: cell count, cytotoxicity flag
# Myeloid diff 2 GFP+ MAC1+ %: recorded beside Myeloid diff 2, whose call it bears; GFP+ MAC1+ double positive, %; measured here: differentiation confirmed by MAC1 staining
# * hit, by the source's call; i = inactive; u = inconclusive; x = no result given.
SMILES,MgcRacGAP inhibition,LYP phosphatase,NTR1 agonist,NTR1 agonist cell count 20 µM,Salmonella PhoP GFP,GPR35 arrestin U2OS,HIV peptide binding,Myeloid diff 2,Myeloid diff 2 GFP+ MAC1+ %,GPR55 antagonists,SIAH1 antagonists
CO/C(N)=C(\C#N)N=Cc1ccccc1Cl,4%,-3%,1.2,46,-4%,-27%,-0.5%,i,0.4,-7%,2%
CN(C)c1ccc(NC(=O)C2CCCN(S(=O)(=O)c3ccccc3)C2)cc1 (centres undefined),u,0%,-0.8,49,0%,4%,0.0%,i,0.6,2%,7%
CS(=O)(=O)c1cnc(-c2ccccc2)nc1Sc1ccc(F)cc1,7%,-6%,14,83,17%,7%,-1.8%,i,0.3,-4%,-4%
CC1CCCCN1C(=O)c1cc(Cl)ccc1[N+](=O)[O-] (centres undefined),4%,1%,0.1,46,1%,-17%,1.7%,i,0.4,5%,3%
O=[N+]([O-])c1ccc(Cl)c(CN2CCC(O)CC2)c1,24%,-8%,0.6,50,12%,x,0.4%,i,1.1,-14%,-1%
CCOC(=O)c1c(NC(=O)COC(=O)CC(NC(C)=O)c2ccccc2)sc(C(=O)NC)c1C (centres undefined),8%,x,-0.1,62,6%,x,x,i,0.6,x,x
COc1ccc(N2CCOCC2)c(NC(=O)c2ccc(Br)o2)c1,11%,-5%,3.1,60,-3%,-6%,0.6%,i,0.9,14%,13%
CCCCN1C(N)=NC[C@@H]1CC1CCCCC1,9%,x,-4.0,66,9%,x,x,i,1.9,x,x
O=C1CCNc2c(Cl)cccc21,8%,-1%,0.1,71,-12%,-6%,1.1%,i,0.5,-1%,1%
CCc1cccc(Nc2cc(C)nc3nc(C)nn23)c1,-13%,1%,-1.5,45,10%,-6%,-2.9%,i,1.6,0%,-1%
O=C(Cc1ccccn1)c1ccc(F)cc1,4%,x,-4.8,76,5%,x,x,i,1.4,x,x
Nc1nc2cc(S(=O)(=O)NC3=NCCCCC3)ccc2s1,39%,-5%,1.1,62,x,10%,-1.6%,i,0.3,8%,-9%
Cc1ccc(CC(=O)N/N=C/c2ccc(OC(=O)c3ccc([N+](=O)[O-])cc3)cc2)cc1,13%,-3%,1.0,45,-4%,2%,-1.6%,i,0.6,9%,29%
CCOC(=O)c1[nH]c2ccccc2c1NC(=O)CN1CCCCC1,15%,-6%,0.1,48,-3%,-7%,2.2%,i,0.3,2%,1%
CCc1cc2c(COC(=O)c3cccc(NS(C)(=O)=O)c3)cc(=O)oc2cc1O,4%,-11%,6.7,57,11%,5%,2.2%,i,0.6,10%,-1%
O=C(O)CC1COc2ccccc2N1S(=O)(=O)c1ccc(Br)cc1 (centres undefined),0%,-2%,-0.8,82,-3%,3%,0.2%,x,x,2%,-1%
O=C(O)CCN1C(=O)S/C(=C\c2cccnc2)C1=O,12%,-2%,2.2,53,1%,-9%,-0.3%,i,0.4,-1%,-3%
COc1cc(S(=O)(=O)N2CCOCC2)ccc1N,4%,2%,0.9,44,2%,10%,0.4%,i,0.3,4%,0%
CCOc1cccc(NC(=O)Cn2nc(-c3ccc4c(c3)OCCO4)ccc2=O)c1,4%,-5%,0.3,36,-1%,3%,-0.8%,i,1.0,-3%,12%
Clc1ccc(OCc2nn3c(-c4ccco4)nnc3s2)c(Cl)c1,9%,8%,2.8,83,-10%,-5%,4.1%,i,1.4,0%,16%
Cc1ccc(CN2CCN(C(=O)CCN3C(=O)c4ccccc4C3=O)CC2)cc1,12%,-6%,0.6,57,-2%,6%,3.3%,i,1.0,22%,4%
O=C(/C=C/c1cccs1)c1cc(Br)ccc1OC(=O)N1CCOCC1,5%,0%,-4.1,12,7%,2%,-2.6%,i,0.3,14%,-4%
Cc1ccc(C2=NN(C3=NN=C(N)Cc4ncnn43)C(O)(C(F)(F)F)C2)cc1 (centres undefined),-2%,-7%,0.2,84,-6%,2%,-1.8%,i,0.5,-1%,2%
CC(C(=O)NC1=NCCS1)(C(F)(F)F)C(F)(F)F,7%,0%,-1.0,50,-5%,-18%,2.2%,i,2.4,4%,0%
COC(=O)Nc1nnc(COc2ccccc2)s1,x,-9%,0.7,54,-2%,-2%,0.8%,i,0.9,7%,1%
CC(NC(=O)Cc1ccc(S(=O)(=O)N2CCOCC2)s1)c1ccc(Cl)c(Cl)c1 (centres undefined),-4%,x,0.1,51,3%,x,x,i,0.8,x,x
COc1ccc(NS(=O)(=O)NC(=O)c2c[nH]c3ccccc23)cc1,18%,-8%,-0.7,74,-6%,2%,-0.1%,i,0.7,14%,11%
Oc1ccccc1/C=N/n1c(COc2ccccc2)n[nH]c1=S,x,-11%,0.4,78,4%,-10%,0.5%,i,0.5,-10%,-6%
CCCC(=O)Nc1nnc(S(=O)(=O)N(CC(C)C)c2ccccc2)s1,6%,-4%,0.2,88,4%,1%,-2.2%,i,1.4,3%,-2%
O=C(Nc1ccc(COc2ccccc2)cc1)Nc1cccc(C(=O)O)c1,2%,-7%,-0.9,89,-4%,28%,16%,i,0.8,-5%,-6%
O=C(c1cncc(Br)c1)N1CCc2ccccc2C1,-1%,-8%,1.6,61,-5%,3%,-2.6%,i,0.4,3%,2%
Cc1nc(Br)c(Br)c(C)c1Br,9%,1%,1.2,54,-1%,10%,-0.6%,i,0.3,6%,0%
CCOc1ccc(C(=O)N[C@H](C(=O)Nc2ccccc2OC)C(C)C)cc1,3%,-7%,-0.9,46,5%,-3%,-0.8%,i,1.3,-12%,-3%
O=C(Nc1nccs1)C1CCN(S(=O)(=O)c2cnc[nH]2)CC1,9%,-7%,-3.2,107,-4%,4%,1.5%,i,0.8,5%,-5%
Cn1c2c(c(=O)n(C)c1=O)CN(CCc1ccccc1)CN2,7%,0%,-0.2,80,-2%,-2%,-0.3%,i,1.3,15%,8%
O=c1cc(-c2ccccc2)nc(SCCOc2ccccc2Cl)[nH]1,-4%,-5%,2.3,32,7%,11%,3.7%,i,0.1,12%,2%
CCc1c(C(=O)NNC(=S)NC2CCCCC2)csc1C,8%,-2%,-0.4,29,-6%,-16%,-3.3%,i,0.9,10%,0%
COCCNS(=O)(=O)c1cc(OC)ccc1OC,8%,-6%,-1.2,39,-4%,8%,0.5%,i,0.4,11%,-1%
O=C(c1ccccc1)N(Cc1ccc(F)cc1)C1CCS(=O)(=O)C1 (centres undefined),3%,-13%,-1.2,52,5%,22%,-1.0%,i,5.5,-4%,-5%
C=CCN1CCN(C(c2ccc(OC)c(OC)c2)c2nnnn2C(C)(C)C)CC1 (centres undefined),0%,0%,x,x,-5%,20%,-0.6%,i,1.5,-1%,0%
CCC(Sc1nc(=O)cc(N)n1CCc1ccccc1)C(=O)Nc1cc(C)on1 (centres undefined),-2%,-3%,2.4,71,14%,-15%,-1.1%,i,1.6,8%,-5%
COc1ccc(CCN(C)C(=O)c2cc(S(=O)(=O)N3CCCCCC3)ccc2OC)cc1OC,6%,x,-0.5,58,-4%,x,x,i,0.6,x,x
Cc1ccccc1OCCCc1c(C)n[nH]c1C,-3%,-5%,2.1,35,-6%,-3%,-0.3%,i,0.3,-1%,0%
CCOc1ccc(NS(=O)(=O)c2c(C)nc3sc(CC)nn3c2=O)cc1,0%,-2%,-2.4,73,x,-3%,0.5%,i,1.9,9%,-3%
COC(=O)CN(c1c(C)cccc1C)S(C)(=O)=O,7%,-6%,0.1,55,-5%,17%,1.5%,i,7.2,10%,6%
COc1cc(OC)c(C2CC(=O)N3CN(C)CSC3=C2C#N)cc1OC (centres undefined),18%,-1%,-1.0,55,4%,-8%,0.8%,i,2.4,3%,1%
CC(=O)N(CCN(C)C)c1nc2cc3c(cc2s1)OCCO3,7%,-10%,-0.4,58,-5%,17%,1.0%,i,2.9,11%,6%
O=C(O)CCN1C(=O)/C(=C\c2ccc(OCc3ccccc3)c(OCc3ccccc3)c2)SC1=S,6%,4%,4.6,53,-10%,-3%,10µM*,i,0.8,-10%,47%
C=CCN(C(=O)Cn1nnc2ccccc21)C(C(=O)NCCOC)c1ccc(OC)cc1OC (centres undefined),11%,2%,-0.1,61,5%,-4%,1.4%,i,3.8,2%,-6%
Cn1c(NC2CCCCC2)c(N=O)c(=O)n(C)c1=O,3%,-4%,0.6,38,-3%,-10%,-1.2%,i,1.3,18%,2%
COc1ccc(/C=C2\NC(=S)N(CC3CCCO3)C2=O)c(OC)c1C (centres undefined),5%,-1%,1.1,44,-3%,2%,0.7%,i,1.3,6%,0%
CCc1ccccc1NC(=S)NC1CC2CCC(C1)N2Cc1ccco1 (centres undefined),-3%,-10%,-0.7,40,7%,-7%,-3.1%,i,5.9,9%,2%
CN(C)C(=S)SCC(=O)Nc1cccc(C(F)(F)F)c1,7%,-12%,0.2,57,0%,-8%,1.3%,i,0.6,10%,6%
CN(C)C(=O)CSc1nnc(NC(=O)CCc2ccccc2)s1,10%,2%,-0.7,46,7%,4%,-1.8%,i,0.4,-10%,4%
COC(=O)c1cc(Br)c(=O)n(-c2ccc(OC)cc2)c1,3%,-10%,-0.2,44,11%,-17%,0.1%,i,1.7,0%,3%
O=C(NCCNC1CCC(c2ccccc2)CC1)c1cccs1 (centres undefined),16%,-11%,-1.8,54,1%,9%,-1.1%,i,0.8,0%,2%
COc1ccc(CC(=O)OC(C)CN2CCCCC2)cc1 (centres undefined),2%,-4%,-2.1,84,x,13%,0.9%,i,0.2,12%,15%
Cc1ccsc1/C=N/NC(=O)Cc1cc(=O)[nH][nH]1,8%,-1%,-0.6,54,-2%,-9%,0.1%,i,0.0,-3%,5%
NS(=O)(=O)c1ccc(CNC(=O)/C=C/c2cccc([N+](=O)[O-])c2)cc1,10%,-5%,1.3,58,-2%,5%,1.3%,i,0.5,20%,4%
Cc1ccc(-c2cc3nn(-c4ccccc4)c(N)c3c(=O)o2)cc1,9%,0%,12,89,-6%,6%,1.1%,i,0.6,4%,-1%

# Bioassay records deposited in PubChem BioAssay by several laboratories.
